Source: PubChem BioAssay (The Scripps Research Institute Molecular Screening Center)
PAD4 FP inh – human PAD4 inhibitors, primary screen, biochemical, fluorescence polarization, 1536-well format; Protein-arginine deiminase type-4 (Homo sapiens), Q9UM07; recombinant PAD4, RCA probe fluorescence polarization; inhibition, % at 6.36 µM; actives 0.41% (n = 330,000); AID 485272, 2010;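 active = percent inhibition above a cutoff equal to the mean of all tested compounds plus 3 SD, cut at about 15% in these data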;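 also: 0% = PAD4 with RCA probe and DMSO and 100% = probe without PAD4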
LYPLA2 inh – LYPLA2 inhibitors, primary screen, counter-screen for PME1 inhibitor project, biochemical, fluorescence polarization, FP-Rh probe ABPP; actives 0.38% (n = 320,000); recombinant LYPLA2; inhibition, % at 5.9 µM;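 active = inhibition above the screen-wide mean plus 3 SD, limit set per campaign, cut at about 26% in these data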;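 also: 0% = LYPLA2 with DMSO and 100% = wells lacking LYPLA2 enzyme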
Target sequence (O95372 whole entry, looked up): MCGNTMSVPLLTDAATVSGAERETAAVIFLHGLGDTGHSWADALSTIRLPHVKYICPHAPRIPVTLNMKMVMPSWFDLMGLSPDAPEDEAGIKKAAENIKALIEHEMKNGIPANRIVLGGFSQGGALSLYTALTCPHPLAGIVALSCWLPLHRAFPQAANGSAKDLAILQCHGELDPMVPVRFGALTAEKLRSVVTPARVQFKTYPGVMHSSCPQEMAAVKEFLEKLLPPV
LYPLA1 counter – LYPLA1 inhibitors, primary screen, counter-screen for PME1 inhibitor project, biochemical, fluorescence polarization, FP-Rh probe ABPP. inhibition, % at 5.9 µM. Acyl-protein thioesterase 1 (Homo sapiens), O75608. recombinant LYPLA1. actives 0.16% (n = 320,000);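 active = inhibition above the mean of all tested compounds plus 3 SD, set per campaign, cut at about 14% in these data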;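 also: inhibitors block serine hydrolase probe labeling of LYPLA1 so polarization falls; 0% = enzyme with DMSO and 100% = wells lacking LYPLA1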
Target sequence (O75608 whole entry, looked up): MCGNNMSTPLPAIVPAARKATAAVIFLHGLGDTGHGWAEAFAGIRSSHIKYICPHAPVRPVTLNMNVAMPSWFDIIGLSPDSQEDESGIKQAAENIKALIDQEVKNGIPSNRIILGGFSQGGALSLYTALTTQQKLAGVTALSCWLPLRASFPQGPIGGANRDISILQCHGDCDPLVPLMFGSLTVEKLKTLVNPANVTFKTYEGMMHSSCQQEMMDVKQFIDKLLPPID
PREPL inhibitor – PREPL enzyme inhibitors, primary screen, biochemical, fluorescence polarization; Prolyl endopeptidase-like (Homo sapiens), Q4J6C6; recombinant PREPL, fluorescence polarization activity-based probe; inhibition, % at 5.96 µM; actives 0.68% (n = 320,000); AID 2751, 2010; in the data active = inhibition above about 43%;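 also: 0% = enzyme with DMSO and 100% = wells lacking enzyme; many of its hits are not listed in these tables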
PAFAH1B3 inh – PAFAH1B3 enzyme inhibitors, primary screen, biochemical, fluorescence polarization, human | actives 0.28% (n = 340,000) | Platelet-activating factor acetylhydrolase IB subunit alpha1 (Homo sapiens), Q15102 | inhibition, % at 3.39 µM | AID 492972, 2010 | recombinant PAFAH1B3, FP-rhodamine probe;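 active = inhibition above the screen-wide average of all tested compounds plus 3 SD, cut at about 25% in these data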;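 also: 0% = enzyme with DMSO only and 100% = wells lacking PAFAH1B3 protein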
Target sequence (Q15102 whole entry, looked up): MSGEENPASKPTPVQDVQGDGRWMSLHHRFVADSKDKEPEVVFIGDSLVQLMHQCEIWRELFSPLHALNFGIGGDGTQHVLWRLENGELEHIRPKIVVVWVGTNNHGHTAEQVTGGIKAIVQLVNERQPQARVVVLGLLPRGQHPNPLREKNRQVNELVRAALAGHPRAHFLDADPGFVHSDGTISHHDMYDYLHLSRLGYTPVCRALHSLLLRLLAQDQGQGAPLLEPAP
pPAFAH inh – pPAFAH enzyme inhibitors, primary screen, biochemical, fluorescence polarization, human | recombinant pPAFAH, FP-rhodamine probe fluorescence polarization | inhibition, % at 3.39 µM | actives 1.5% (n = 330,000);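 active = inhibition above the mean inhibition across the screen plus 3 SD, cut at about 25% in these data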;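 also: inhibitors block binding of the rhodamine activity-based probe so polarization drops; 0% = enzyme with DMSO and 100% = wells lacking pPAFAH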
PAFAH2 FP inh – PAFAH2 enzyme inhibitors, primary screen, biochemical, fluorescence polarization, human; inhibition, % at 3.39 µM; actives 0.99% (n = 340,000); AID 492956, 2010; recombinant PAFAH2, FP-rhodamine activity probe;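 active = inhibition above the mean over all tested compounds plus 3 SD, cut at about 30% in these data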;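 also: inhibitors block probe labeling of enzyme so polarization drops; 0% = enzyme with DMSO and 100% = wells lacking PAFAH2 protein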
PAFAH1B2 inh – PAFAH1B2 enzyme inhibitors, primary screen, biochemical, fluorescence polarization, human; recombinant PAFAH1B2, FP-rhodamine activity probe; inhibition, % at 3.39 µM; actives 1.2% (n = 340,000); AID 492953, 2010;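 active = inhibition above the mean of all tested compounds plus 3 SD, cut at about 24% in these data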;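 also: 0% = enzyme with DMSO and 100% = wells lacking PAFAH1B2; many of its hits are not listed in these tables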
GSTO1 inh – inhibitors of recombinant GSTO1, primary screen, counter-screen for RBBP9 inhibitor project, biochemical, fluorescence polarization; Glutathione S-transferase omega-1 (Homo sapiens), P78417; activity-based probe fluorescence polarization; inhibition, % at 5.96 µM; actives 1.1% (n = 300,000); AID 1974, 2009;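 active = inhibition above the campaign mean inhibition plus 3 SD, cut at about 35% in these data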;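 also: 0% = GSTO1-1 with DMSO and 100% = wells lacking GSTO1-1 enzyme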
Target sequence (P78417 whole entry, looked up): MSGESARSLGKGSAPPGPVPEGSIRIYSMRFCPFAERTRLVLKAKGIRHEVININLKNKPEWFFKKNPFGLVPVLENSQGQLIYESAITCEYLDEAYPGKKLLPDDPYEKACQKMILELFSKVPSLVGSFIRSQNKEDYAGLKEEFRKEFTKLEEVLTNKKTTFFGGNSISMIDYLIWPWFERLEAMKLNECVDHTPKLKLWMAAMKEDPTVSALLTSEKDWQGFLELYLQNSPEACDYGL
* hit, by the source's call. Not all compounds are listed; the hit share may differ from the screen's.

COc1ccc(CNC(=O)CCC(=O)n2ncc3cc(C)ccc32)cc1 was read as PAD4 FP inh -2, LYPLA2 inh 0, LYPLA1 counter -2, PREPL inhibitor 2, PAFAH1B3 inh -1, pPAFAH inh 6, PAFAH2 FP inh 6, PAFAH1B2 inh 3 and GSTO1 inh 12.
`Cc1cc(C)c(C)c(S(=O)(=O)N2CCC(C(=O)N3CCCC3)CC2)c1C` gave PAD4 FP inh 58*, LYPLA2 inh 10, LYPLA1 counter 2, PREPL inhibitor 10, PAFAH1B3 inh 4, pPAFAH inh 3, PAFAH2 FP inh 10 and PAFAH1B2 inh 1.
Screening Cc1c(C(=O)N(Cc2ccccc2Cl)C2CCS(=O)(=O)C2)oc2ccccc12 (centres undefined) returned PAD4 FP inh 3, LYPLA2 inh -1, LYPLA1 counter -4, PREPL inhibitor -7, PAFAH1B3 inh 0, pPAFAH inh 1, PAFAH2 FP inh 0, PAFAH1B2 inh 1 and GSTO1 inh 4.
O=C(CSc1nnc2ccc(-c3ccccn3)nn12)Nc1ccc(F)cc1F was read as PAD4 FP inh 2, LYPLA2 inh 4, LYPLA1 counter -3, PREPL inhibitor -3, PAFAH1B3 inh 10, pPAFAH inh 4, PAFAH2 FP inh 8, PAFAH1B2 inh 4 and GSTO1 inh 5.
For O=c1c2cc3c(=O)n(-c4ccccc4O)c(=O)c3cc2c(=O)n1-c1ccccc1O the results were PAD4 FP inh -14, LYPLA2 inh -4, LYPLA1 counter 0, PREPL inhibitor 0, PAFAH1B3 inh 11, pPAFAH inh 7, PAFAH2 FP inh 7, PAFAH1B2 inh -1 and GSTO1 inh 6.
`CC1=NNC(=O)C1CC(=O)N/N=C(/C)c1cccc([N+](=O)[O-])c1` (centres undefined) gave PAD4 FP inh -6, LYPLA2 inh -4, LYPLA1 counter 1, PREPL inhibitor 15, PAFAH1B3 inh 3, pPAFAH inh -7, PAFAH2 FP inh 0, PAFAH1B2 inh 2 and GSTO1 inh 4.
Screening COc1cc(Cl)ccc1OCc1cc(C(=O)N(C)CCc2cnn(C)c2)no1 returned PAD4 FP inh -1, LYPLA2 inh 11, LYPLA1 counter 4, PREPL inhibitor 11, PAFAH1B3 inh 2, pPAFAH inh 3, PAFAH2 FP inh -3, PAFAH1B2 inh 4 and GSTO1 inh 4.
NS(=O)(=O)c1ccc(CCNC(=O)CNC(=O)c2ccc(Br)o2)cc1 was read as PAD4 FP inh -12, LYPLA2 inh -10, LYPLA1 counter -1, PREPL inhibitor 0, PAFAH1B3 inh 4, pPAFAH inh -6, PAFAH2 FP inh 5 and PAFAH1B2 inh 5.
Screening COc1ccc(Nc2nc(C)c3ccccc3n2)cc1 returned PAD4 FP inh -2, LYPLA2 inh -1, LYPLA1 counter -2, PREPL inhibitor -2, PAFAH1B3 inh -5, pPAFAH inh 7, PAFAH2 FP inh 11, PAFAH1B2 inh 1 and GSTO1 inh 0.
For Cc1cc(C)cc(NC(=O)N2CCC(NC(=O)c3ccco3)CC2)c1 the results were PAD4 FP inh 2, LYPLA2 inh -1, LYPLA1 counter 3, PREPL inhibitor 6, PAFAH1B3 inh -1, pPAFAH inh 0, PAFAH2 FP inh -4, PAFAH1B2 inh -4 and GSTO1 inh 3.
For O=C(Cc1ccc([N+](=O)[O-])cc1)N/N=C/c1cccnc1 the results were PAD4 FP inh -6, LYPLA2 inh -2, LYPLA1 counter -2, PREPL inhibitor 0, PAFAH1B3 inh 4, pPAFAH inh -2, PAFAH2 FP inh 8, PAFAH1B2 inh 5 and GSTO1 inh 0.
`Cc1cc2c(N=NC(=O)CCc3ccccc3)c(O)[nH]c2cc1Br` gave PAD4 FP inh 1, LYPLA2 inh 2, LYPLA1 counter -5, PREPL inhibitor 4, PAFAH1B3 inh 5, pPAFAH inh 8, PAFAH2 FP inh -8, PAFAH1B2 inh 2 and GSTO1 inh 2.
Screening CSc1nc(C)c(C(=O)C[n+]2ccccc2)cc1C#N returned PAD4 FP inh -4, LYPLA2 inh 0, LYPLA1 counter 1, PREPL inhibitor 14, PAFAH1B3 inh 0, pPAFAH inh 5, PAFAH2 FP inh 2, PAFAH1B2 inh -3 and GSTO1 inh -3.
For O=C(NCCNc1ccc([N+](=O)[O-])cc1)c1ccccc1F the results were PAD4 FP inh -3, LYPLA2 inh 7, LYPLA1 counter 2, PREPL inhibitor 14, PAFAH1B3 inh 6, pPAFAH inh -3, PAFAH2 FP inh -5, PAFAH1B2 inh 3 and GSTO1 inh -5.
CCn1c(CNC(=O)c2ccc(F)cc2)cc2ccccc21 was read as PAD4 FP inh 3, LYPLA2 inh 1, LYPLA1 counter -1, PREPL inhibitor -9, PAFAH1B3 inh 3, pPAFAH inh 2, PAFAH2 FP inh 7, PAFAH1B2 inh 6 and GSTO1 inh 1.
COc1ccc(-c2cc(C(F)(F)F)c3c(n2)sc2c(O)cc(=O)[nH]c23)c(OC)c1 was read as PAD4 FP inh -17, LYPLA2 inh -8, LYPLA1 counter -3, PREPL inhibitor 10, PAFAH1B3 inh 2, pPAFAH inh 7, PAFAH2 FP inh -15, PAFAH1B2 inh -9 and GSTO1 inh -11.
Cc1csc(SC(C)c2nc3scc(-c4ccccc4)c3c(=O)[nH]2)n1 (centres undefined) was read as PAD4 FP inh -9, LYPLA2 inh -6, LYPLA1 counter -1, PREPL inhibitor -14, PAFAH1B3 inh -1, pPAFAH inh -9, PAFAH2 FP inh 1, PAFAH1B2 inh 10 and GSTO1 inh -7.
COc1cc2cc(C#N)c(SCC(=O)N3CCOCC3)nc2cc1OC was read as PAD4 FP inh -1, LYPLA2 inh 4, LYPLA1 counter 9, PREPL inhibitor 3, PAFAH1B3 inh 5, pPAFAH inh 4, PAFAH2 FP inh 6, PAFAH1B2 inh 6 and GSTO1 inh -7.
Screening COc1ccc(NS(=O)(=O)c2cccc(C(=O)N3CCCC(C)C3)c2)cc1 (centres undefined) returned PAD4 FP inh -1, LYPLA2 inh -2, LYPLA1 counter 3, PREPL inhibitor -1, PAFAH1B3 inh 4, pPAFAH inh 25*, PAFAH2 FP inh 4, PAFAH1B2 inh 4 and GSTO1 inh 5.
CC1SC(c2ccc(Cl)cc2Cl)NC1=O (centres undefined) was read as PAD4 FP inh 1, LYPLA2 inh -2, LYPLA1 counter 1, PREPL inhibitor -54, PAFAH1B3 inh 1, pPAFAH inh 9, PAFAH2 FP inh -1, PAFAH1B2 inh 0 and GSTO1 inh -9.
CC(=O)c1cc(C#N)c(SCC(=O)O)nc1C was read as PAD4 FP inh 1, LYPLA2 inh -5, LYPLA1 counter -1, PREPL inhibitor -4, PAFAH1B3 inh 5, pPAFAH inh 6, PAFAH2 FP inh 4, PAFAH1B2 inh -3 and GSTO1 inh 3.
C=CCn1nnnc1SCC(=O)Nc1ccccc1C(=O)OC was read as PAD4 FP inh -3, LYPLA2 inh 6, LYPLA1 counter 0, PREPL inhibitor 0, PAFAH1B3 inh -3, pPAFAH inh 2, PAFAH2 FP inh 2, PAFAH1B2 inh -1 and GSTO1 inh 4.
Screening COc1ccc(N(CC(=O)Nc2ccc3c(c2)OCO3)S(=O)(=O)c2ccccc2)cc1OC returned PAD4 FP inh 0, LYPLA2 inh 5, LYPLA1 counter 3, PREPL inhibitor -44, PAFAH1B3 inh 10, pPAFAH inh 5, PAFAH2 FP inh 13, PAFAH1B2 inh 2 and GSTO1 inh 8.
COc1ccc(CCNC(=O)c2nnn(-c3cc(C)cc(C)c3)c2N)cc1OC was read as PAD4 FP inh -1, LYPLA2 inh 4, LYPLA1 counter 1, PREPL inhibitor -11, PAFAH1B3 inh 2, pPAFAH inh 6, PAFAH2 FP inh 6, PAFAH1B2 inh 1 and GSTO1 inh -8.
Screening COC(=O)C1C(=O)CC(C)(O)C(C(=O)OC)C1c1ccccc1F (centres undefined) returned PAD4 FP inh 1, LYPLA2 inh 2, LYPLA1 counter 0, PREPL inhibitor 2, PAFAH1B3 inh 2, pPAFAH inh -2, PAFAH2 FP inh 1, PAFAH1B2 inh -3 and GSTO1 inh 0.
Clc1ccc(CNc2ccc(N3CCN(Cc4ccccc4)CC3)cc2)cc1 was read as PAD4 FP inh -7, LYPLA2 inh 6, LYPLA1 counter 0, PREPL inhibitor 48*, PAFAH1B3 inh 10, pPAFAH inh 2, PAFAH2 FP inh 3, PAFAH1B2 inh 13 and GSTO1 inh 6.
Cc1ccc(NC(=O)Cn2c(=O)cnc3ccccc32)cc1S(=O)(=O)N1CCOCC1 was read as PAD4 FP inh 0, LYPLA2 inh -3, LYPLA1 counter 0, PREPL inhibitor 0, PAFAH1B3 inh 7, pPAFAH inh 1, PAFAH2 FP inh 7 and PAFAH1B2 inh -4.
Screening O=C(CN1C(=O)NC2(CCCC2)C1=O)NCc1ccc(F)cc1 returned PAD4 FP inh 7, PREPL inhibitor 11, PAFAH1B3 inh 1, pPAFAH inh 3, PAFAH2 FP inh 5 and PAFAH1B2 inh 4.
`COc1ccc(NC(=O)c2cc(OC)c(OC)c(OC)c2)cn1` gave PAD4 FP inh -1, LYPLA2 inh 1, LYPLA1 counter 0, PREPL inhibitor -1, PAFAH1B3 inh -3, pPAFAH inh 1, PAFAH2 FP inh -1, PAFAH1B2 inh -3 and GSTO1 inh -4.
For COC(=O)CN1C(=O)[C@H]2[C@@H](/C=C/c3ccccc3)N3C(=O)CN(CC4CC4)C(=O)[C@@]3(Cc3ccccc3)[C@H]2C1=O the results were PAD4 FP inh 0, LYPLA2 inh 3, LYPLA1 counter 2, PREPL inhibitor 12, PAFAH1B3 inh -6, pPAFAH inh 3, PAFAH2 FP inh 0, PAFAH1B2 inh 8 and GSTO1 inh -4.
Cc1ccc(CCNC(=O)c2ccc3nc4ccccc4c(=O)n3c2)cc1 was read as PAD4 FP inh -2, LYPLA2 inh 0, LYPLA1 counter -5, PREPL inhibitor -1, PAFAH1B3 inh 3, pPAFAH inh 3, PAFAH2 FP inh 1, PAFAH1B2 inh 0 and GSTO1 inh -2.
`COc1ccccc1N(C(=O)c1ccco1)C(C(=O)NC1CCCCC1)c1cc(OC)c(OC)c(OC)c1` (centres undefined) gave PAD4 FP inh 1, LYPLA2 inh 4, LYPLA1 counter 1, PREPL inhibitor -1, PAFAH1B3 inh 1, pPAFAH inh 0, PAFAH2 FP inh 16, PAFAH1B2 inh 3 and GSTO1 inh 3.
For COc1ccc(S(=O)(=O)NCC(=O)N(CC(=O)NCc2ccco2)C2CCCC2)cc1 the results were PAD4 FP inh 1, LYPLA2 inh 2, LYPLA1 counter -1, PREPL inhibitor 20, PAFAH1B3 inh 0, pPAFAH inh 2, PAFAH2 FP inh 0, PAFAH1B2 inh 5 and GSTO1 inh 8.
